# PG9 Ab binder: binders of HIV-1 gp120 antibody PG9, primary screen, biochemical, TR-FRET; HIV-1 gp120 / PG9 antibody interaction; TR-FRET gp120-PG9 antibody binding; inhibition, % at 6.7 µM; hit rate 0.43% among 360,000; AID 624416, 2012; in the data active means inhibition above about 8.5%
# PRMT1 FP inh: PRMT1 methyltransferase inhibitors, primary screen, biochemical, fluorescence polarization | recombinant PRMT1, activity-based probe fluorescence polarization | AID 652257, 2013 | inhibition, % at 2.79 µM | hit rate 1.3% among 370,000;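 active means inhibition above about 21% made by adding two undisclosed values, limit read from the data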
# ABHD4 inh: ABHD4 inhibitors, primary screen, biochemical, fluorescence polarization, mouse | (Lyso)-N-acylphosphatidylethanolamine lipase (Mus musculus), Q8VD66 | purified mABHD4, FP-Rh probe fluorescence polarization | inhibition, % at 8.92 µM | hit rate 0.54% among 370,000;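 active means inhibition exceeding the mean over every tested compound plus 3 SD, cut at about 30% in these data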;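 further: 0% = plate median of compound wells and 100% = S159A mutant with DMSO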
#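 Assay system: mouse ABHD4 enzyme, wild type / Also added: fluorescent activity-based probe FP-Rh / Doses: single nominal dose of 8.92 µM, 0.89% DMSO final / Timing: 45 min compound pre-incubation plus 60 min probe step, 25 °C / Signal: FP readout, ex 525 nm / em 598 nm / Control set: S159A mutant/DMSO as 100%, compound-well median as 0%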
# SIAE primary: human SIAE inhibitors, primary screen, biochemical, fluorescence polarization, FP-Rh probe, 1536-well HTS | inhibition, % at 9.66 µM | SIAE FP-Rh probe binding | Sialate O-acetylesterase (Homo sapiens), Q9HAT2 | hit rate 0.69% among 370,000;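 active means inhibition above a cutoff: mean of compounds within the control limits plus 3 SD of those, cut at about 17% in these data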;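 further: 0% = plate median of compound wells and 100% = probe without SIAE protein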
# TCR-CD3 inh: inhibitors of human TCR-CD3 interaction, primary screen, biochemical, fluorescence, TAMRA-labeled TCR probe | T-cell receptor (TCR) | inhibition, % at 9.4 µM | hit rate 0.37% among 360,000; in the data active means inhibition above about 19%;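 further: recombinant mutant TCR 2C K166C tagged with TAMRA read by polarization; 0% = receptor in buffer alone and 100% = receptor with positive control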
# NR1D1 modulator: modulators of Rev-erb alpha DNA binding, primary screen, biochemical, FITC-DNA, fluorescence polarization, uHTS; hit rate 0.79% among 370,000; Rev-erbα–FITC-DNA binding, 90 min; activity, % at 10 µM; Nuclear receptor subfamily 1 group D member 1 (Homo sapiens), P20393;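 active means activity above about 14%, limit read from the data; passing the limit was not always enough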;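 further: 0% = DMSO wells with 35 nM protein and 100% = DMSO wells with 750 nM protein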
# Target sequence (P20393 whole entry, looked up): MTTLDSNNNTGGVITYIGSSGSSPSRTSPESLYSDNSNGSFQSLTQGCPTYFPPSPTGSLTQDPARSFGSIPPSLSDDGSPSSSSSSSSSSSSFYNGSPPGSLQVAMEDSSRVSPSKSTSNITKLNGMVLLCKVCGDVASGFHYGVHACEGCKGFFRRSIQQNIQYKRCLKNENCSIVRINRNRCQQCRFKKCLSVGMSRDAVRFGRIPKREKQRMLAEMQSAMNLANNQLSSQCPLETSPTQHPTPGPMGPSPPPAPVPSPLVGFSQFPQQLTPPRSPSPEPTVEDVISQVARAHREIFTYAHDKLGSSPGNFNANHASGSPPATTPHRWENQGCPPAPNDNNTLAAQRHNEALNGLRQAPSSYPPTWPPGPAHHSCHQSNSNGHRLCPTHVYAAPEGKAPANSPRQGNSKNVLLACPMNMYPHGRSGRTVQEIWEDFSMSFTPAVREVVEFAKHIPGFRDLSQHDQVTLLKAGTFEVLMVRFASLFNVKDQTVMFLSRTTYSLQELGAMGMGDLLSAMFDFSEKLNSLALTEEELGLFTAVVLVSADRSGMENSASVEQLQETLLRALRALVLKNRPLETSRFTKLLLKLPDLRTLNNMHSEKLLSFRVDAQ
# HTRA1 inhibitor: HTRA1 serine protease inhibitors, primary screen, biochemical, fluorescence polarization, HTS. inhibition, % at 5.96 µM. recombinant HTRA1, FP-rhodamine activity-based probe. hit rate 0.5% among 340,000; in the data active means inhibition above about 36%;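 further: 0% = enzyme with DMSO and 100% = wells lacking enzyme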
# Target sequence (Q92743 whole entry, looked up): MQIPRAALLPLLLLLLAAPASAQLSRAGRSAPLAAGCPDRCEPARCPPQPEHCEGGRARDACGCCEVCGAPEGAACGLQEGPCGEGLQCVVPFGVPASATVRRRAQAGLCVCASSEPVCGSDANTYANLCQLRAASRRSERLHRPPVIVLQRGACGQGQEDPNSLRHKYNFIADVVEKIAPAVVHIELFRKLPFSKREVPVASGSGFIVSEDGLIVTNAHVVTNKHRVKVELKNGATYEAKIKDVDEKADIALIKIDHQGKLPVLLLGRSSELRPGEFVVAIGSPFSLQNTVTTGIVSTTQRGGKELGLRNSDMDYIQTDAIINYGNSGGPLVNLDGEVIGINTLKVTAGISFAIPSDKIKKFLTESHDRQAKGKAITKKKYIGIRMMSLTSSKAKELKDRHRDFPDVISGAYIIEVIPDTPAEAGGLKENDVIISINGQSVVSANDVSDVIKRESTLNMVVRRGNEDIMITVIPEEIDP
# TDP2 inh: human TDP2 enzyme inhibitors, primary screen, biochemical, epi absorbance, recombinant enzyme. T5PNP hydrolysis, p-nitrophenol absorbance 415 nm. inhibition, % at 12.8 µM. hit rate 0.34% among 370,000;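 active means inhibition above the mean of all tested compounds plus 3 SD, set per campaign, cut at about 25% in these data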;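 further: 0% = DMSO with enzyme and 100% = buffer with substrate but no TDP2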
#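 Assay system: recombinant human TDP2 / Reagent: T5PNP substrate at 5 mM, a TopII-DNA adduct mimic / Measured by: epi absorbance from released p-nitrophenol / Evaluation: % inhibition relative to enzyme-containing and enzyme-free wells / Control set: enzyme-free and DMSO wells / Replicates: each compound tested once, singlicate / Schedule: enzyme reaction with compound for 2 h at 37 °C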
# rCAG RNA binder: binders of r(CAG) RNA repeats, primary screen, biochemical, fluorescence. AID 651821, 2012. inhibition, % at 3 µM. hit rate 1.3% among 370,000. r(CAG) RNA repeat, TO-PRO-1 dye displacement fluorescence;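 active means inhibition above the plate cutoff, the mean of all test compounds on that plate plus 3 SD, cut at about 35% in these data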;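 further: 0% = DMSO alone and 100% = 100 µM mitoxantrone as full dye displacement; higher means more dye released from RNA so lower well fluorescence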
# LEDGF integ inh: blockers of LEDGF/p75-dependent integrase strand transfer – biochemical, TR-FRET, high throughput, primary screen; TR-FRET IN-LEDGF/p75 DNA integration, Eu/Cy5; HIV-1 integrase (with human LEDGF/p75); hit rate 0.64% among 370,000; inhibition, % at 3.7 µM;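 active means inhibition above the screen-wide mean plus 3 SD, cut at about 13% in these data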;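 further: signal is the Cy5 over europium emission ratio at 671 and 618 nm; 0% = plate median of compound wells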
# Numbers without * were called inactive; . = not tested or not shown.
SMILES,PG9 Ab binder,PRMT1 FP inh,ABHD4 inh,SIAE primary,TCR-CD3 inh,NR1D1 modulator,HTRA1 inhibitor,TDP2 inh,rCAG RNA binder,LEDGF integ inh
O=C(CCC(=O)N1CCN(S(=O)(=O)c2ccc(Cl)cc2)CC1)Nc1ccc(Cl)cc1Cl,-1.8,-1,-1,2,-1,1,2,1,13,1
CSCCC(c1nc2ccccc2[nH]1)n1c(-c2cc(C(F)(F)F)cc(C(F)(F)F)c2)nc2ccccc21 (stereo unspecified),-1.8,8,-62,-76,-12,-6,.,1,2,1
CC(=NCc1cccnc1)C1=C(O)c2ccccc2C1=O,2.0,0,1,0,-5,5,2,-20,4,2
O=C(O)CC(c1ccccc1)N1C(=O)c2ccccc2C1=O (stereo unspecified),-0.8,6,-13,-2,-8,2,0,-9,-1,-1
O=C(c1cc(-c2ccc(Br)cc2)nc2ccccc12)N1CCN(c2ccccc2O)CC1,-3.1,2,2,6,0,3,-54,-2,10,2
COC(=O)C(C(=O)OC)c1ccccc1NC(=O)OCc1ccccc1,-2.1,3,6,3,-1,3,.,0,-2,-4
O=C(O)c1[nH]c2ccccc2c1-c1ccccc1,-1.9,0,6,1,2,0,7,5,7,-2
COc1ccc(C2CC(c3c(-c4ccccc4)c4cc(Cl)ccc4[nH]c3=O)=NN2S(C)(=O)=O)cc1 (stereo unspecified),-2.8,0,-3,-22,-4,-1,-3,1,3,0
Cn1c(-c2csc(-c3cccc(C(F)(F)F)c3)n2)n[nH]c1=S,2.9,8,-1,4,0,0,3,6,0,-7
CCN(Cc1ccccc1)C(=O)C1CCN(Cc2sccc2C)CC1,0.4,0,29,10,-1,1,-1,19,-4,9
N#CCC[C@@H]1CC[C@]2(CCCN(C(=O)c3ccco3)C2)O1,.,-9,-1,2,.,1,.,2,1,2
O=S(=O)(Nc1nc(-c2ccco2)c(-c2ccco2)s1)c1ccc(F)cc1F,-1.7,45*,47*,-1,11,-6,5,4,62*,35*
COc1ccccc1-c1nc(-c2ccccn2)no1,-0.9,-4,2,-1,0,-3,6,8,1,0
COc1ccc2c(c1)c(=O)oc1cc(OCC(=O)NC3CCCCC3)ccc12,3.6,6,-21,-6,-2,-9,0,-12,4,5
CC1C(=O)N(c2ccc(S(=O)(=O)N(C)C)cc2)C1(/C=C/c1ccccc1)C(=O)NC1CCCC1 (stereo unspecified),-1.4,1,1,-13,-1,0,-30,-1,11,2
CCCNC(=O)COC(=O)CCC(=O)c1ccc(F)cc1,1.6,3,-1,0,1,-2,4,7,2,-2
OC(c1cccc(Cl)c1)c1ncc(-c2ccc3ccccc3c2)[nH]1 (stereo unspecified),-0.9,-2,-20,-8,-6,-3,.,-10,7,-3
Cc1cccc(NC(=O)CCCn2cc([N+](=O)[O-])cn2)n1,-0.8,-4,-5,9,-5,-1,2,-19,2,4
CCOC(=O)c1[nH]c(C)c(C(=O)NCCc2ccc(OC)cc2)c1C,-1.6,0,1,2,9,-2,-6,-14,-4,1
O=C(Nc1ccc(NC(=S)NC(=O)c2ccco2)cc1)c1ccc(Br)cc1,-0.2,4,-7,-38,-5,-5,-7,-2,4,-4
Cc1cc(C)nc(NS(=O)(=O)c2ccc(NC(=O)CCC(=O)O)cc2)n1,-2.7,1,-1,9,-2,6,0,-18,0,0
O=C(Cn1cncn1)NCCC(c1ccccc1)c1ccccc1,-0.3,2,6,8,-4,0,3,9,-1,-5
COc1ccc(-n2cc(CNC3CCN(C)CC3)c(-c3cccc(F)c3)n2)cc1,-0.6,-6,5,-1,0,-3,1,-2,-2,0
O=C(Nc1nnc(C2CC2)o1)c1ccc(S(=O)(=O)N2CCCc3ccccc32)cc1,-1.4,-6,-19,-9,3,1,9,0,36*,5
COC(=O)c1cc(Br)ccc1NC(=O)Nc1ccccc1,-0.7,-2,-1,2,-8,-2,-1,-5,-3,1
O=C(O)c1cc(CN2CCOCC2)oc1-c1ccccc1,-0.8,0,-4,-2,6,-2,-6,-5,8,-2
O=C(c1ccc2c(c1)OCO2)N1CCC2(CC1)Oc1ccc(F)cc1C(=O)C21CC(c2ccccc2)=NO1 (stereo unspecified),0.3,9,-19,-4,-9,-1,-47,5,8,3
CCC(c1nnnn1CCc1ccccc1)N(Cc1ccco1)Cc1cc2cccc(C)c2[nH]c1=O (stereo unspecified),-1.5,6,-10,-7,-3,5,-45,-8,4,5
CCOC(=O)[C@@H]1[C@H]2COc3ccccc3[C@H]2N2C(=O)N(c3cccc(Cl)c3)C(=O)[C@]12C,0.3,0,-5,-5,2,4,-21,-6,-6,1
COC(=O)/C=C1\N/C(=N\c2nc(C)cc(C)n2)N(c2ccccc2)C1=O,-1.4,-2,3,-1,6,-4,.,-13,0,0
Cc1cccc(N(Cc2ccccc2)C(=O)C2CCN(C(=O)c3ccccc3C)CC2)c1,-3.1,-2,6,0,17,3,-10,-14,2,1
CC1CCCCC12NC(=O)N(CC(=O)Nc1ccc(S(=O)(=O)Nc3ncccn3)cc1)C2=O (stereo unspecified),1.5,11,-14,2,-2,-2,-5,0,9,-4
COc1ccc(S(=O)(=O)N2CCN(Cc3cc(OC)c(OC)cc3OC)CC2)cc1,0.4,5,14,3,-6,-4,7,1,-4,-2
C=CCSc1nc(N)c(C#N)c(-c2ccc(C)cc2)c1C#N,-0.4,-3,-12,-3,9,17,-30,4,1,1
O=C(CN1C(=O)c2ccccc2C1=O)Nc1ccc(N2CCOCC2)cc1,-1.9,-1,-4,1,4,-1,2,-7,4,-2
CCN(CC)S(=O)(=O)c1cccc(N=Nc2sc(N)nc2C)c1,-2.2,-1,4,9,1,15,10,5,17,0
O=C(CCCN1C(=O)/C(=C/c2ccco2)SC1=S)Nc1ccccc1,-4.1,5,0,8,-1,-8,9,4,17,4
CSc1nc(C)cc(C)c1S(=O)(=O)c1ccccc1C,-1.5,-1,-1,7,1,-2,-8,2,-1,-2
Cc1cccc(Sc2c(C=O)c3ccccc3n2C)c1,2.6,-1,-8,1,-1,18,-40,-3,3,0
O=C(Cn1cnc2c(oc3nc4c(cc32)CCCC4)c1=O)Nc1cccc(Cl)c1,9.1*,-2,-5,1,0,57*,4,1,19,1
C=CCNC(=O)c1ccc(S(=O)(=O)CC)c(Cl)c1Cl,-0.9,3,8,-5,-2,0,5,-6,1,-6
COc1ccc(NC(=O)N[C@@H](Cc2ccccc2)C(=O)NN)cc1,-1.0,-1,4,8,3,2,-5,-14,10,-3
Cc1ccccc1CNC(=O)c1ccccc1SCC(=O)NCc1ccco1,-0.6,18,0,-2,-6,-3,-1,-9,2,0
CCOC(=O)c1c(NC(=O)Nc2cccc(Cl)c2)sc(C)c1C,-0.6,-2,6,6,-1,-4,-9,6,2,-4
Cc1cccc(-c2n[nH]c(=S)n2/N=C/c2ccc(C)o2)c1,-1.5,22*,-13,1,-1,2,3,-3,12,7

# Single records (already shown).
# Profile of `CCOC(=O)c1c(NC(=O)Nc2cccc(Cl)c2)sc(C)c1C` = PG9 Ab binder: -0.6; PRMT1 FP inh: -2; ABHD4 inh: 6; SIAE primary: 6; TCR-CD3 inh: -1; NR1D1 modulator: -4; HTRA1 inhibitor: -9; TDP2 inh: 6; rCAG RNA binder: 2; LEDGF integ inh: -4
# Profile of `Cc1ccccc1CNC(=O)c1ccccc1SCC(=O)NCc1ccco1` = PG9 Ab binder: -0.6; PRMT1 FP inh: 18; ABHD4 inh: 0; SIAE primary: -2; TCR-CD3 inh: -6; NR1D1 modulator: -3; HTRA1 inhibitor: -1; TDP2 inh: -9; rCAG RNA binder: 2; LEDGF integ inh: 0

# (continued)
SMILES,PG9 Ab binder,PRMT1 FP inh,ABHD4 inh,SIAE primary,TCR-CD3 inh,NR1D1 modulator,HTRA1 inhibitor,TDP2 inh,rCAG RNA binder,LEDGF integ inh
COc1ccc(-c2ccc3c(n2)CCCN3Cc2ccccc2C(F)(F)F)cc1,-0.9,-2,-6,-5,0,0,.,-8,7,2
C=CCSc1ncccc1C(=O)O,0.0,4,4,-1,-7,-4,-3,7,-1,-1
COc1cccc(C(=O)N2CCN(C3CCCCC3)CC2)c1,1.0,-1,10,2,3,-4,7,15,-7,1
CCCCC(=O)Nc1ccc(C(=O)NCCc2ccccc2)cc1,0.5,0,-2,6,5,3,-6,6,-5,-1
C/C(=N\NC(=O)c1c(Br)c(C)nn1C)c1ccc(NC(=O)C(C)Oc2ccc(Cl)cc2C)cc1 (stereo unspecified),-0.7,1,-13,-7,-6,-3,-30,-25,5,5
O=C(C1=C(O)C(=O)N(CCN2CCOCC2)C1c1ccncc1)c1ccco1 (stereo unspecified),0.5,3,4,-4,-5,4,7,-2,2,1
COc1ccccc1N1CCN(C(=O)C(Sc2ccccc2)c2ccccc2)CC1 (stereo unspecified),1.9,2,-8,5,1,-3,-27,-15,4,5
CCCn1c(N)c(C(=O)CSc2nc3ncc(Cl)cc3[nH]2)c(=O)n(C)c1=O,2.9,0,6,-20,-3,66*,12,1,2,-1
COc1ccc(S(=O)(=O)NCCSc2ccc(Cl)cc2)cc1OC,-2.0,-3,-7,6,-1,-2,-8,1,0,0
Cc1n[nH]c(=O)c2c(NC(=O)COC(=O)COc3cccc(Br)c3)oc(C)c12,-1.4,1,1,2,2,-2,5,-2,4,2
COc1ccc(C(=O)O/N=C(\N)Cc2ccc(Cl)c(Cl)c2)cc1OC,-0.8,5,-10,-8,-6,3,-19,3,6,3
CCCC(=O)NC(c1ccc(C(C)C)cc1)c1ccc2cccnc2c1O (stereo unspecified),-0.1,2,12,10,-3,3,52*,-8,-2,6
CCCn1c(SCC(=O)c2cc(OC)ccc2OC)nnc1C(C)C,0.3,7,-5,-2,6,3,-4,-16,-4,0
Cc1ccc(Sc2nnc(-c3ccccc3)cc2C#N)cc1,-3.1,1,1,7,-5,2,-9,-16,-2,1
O=C(Nc1ccc(NC(=O)c2cccc([N+](=O)[O-])c2)cc1)c1cccc([N+](=O)[O-])c1,-2.2,-3,2,6,1,5,3,6,-1,3
CC(C)N(C(=O)CSc1nnc(CN2CCCCCC2=O)n1-c1ccccn1)C(C)C,-2.1,-3,-3,-4,7,-4,-5,-22,-3,8
CSc1ccc(/C=C(/Sc2nnc(-c3ccccc3)o2)C(=O)O)cc1,-1.4,2,-11,0,7,-4,.,-8,6,1
Cc1csc(NC(=O)CSc2ccc(-c3ccc(F)cc3)nn2)n1,-0.6,-7,-14,-2,0,4,-12,-6,-2,10

# The list is partial. The share of hits here may be higher or lower than overall.
